A350 fluor: compound fluoresces in the Alexa 350 spectral region; Compound autofluorescence, 340/450 nm, Alexa 350 dye-equivalents; hits give high values; max dye-equivalent concentration, M; actives 11% (n = 59,000); in the data active means max dye-equivalent concentration above about 10 nM; inconclusive means mostly about 1.1 nM to 9.6 nM
Caspase-1 inhib: caspase-1 (human) inhibition, allosteric or competitive; P29466; Caspase-1 enzyme, Ac-WEHD-AFC fluorogenic rate; Potency, µM (doses to about 57.5 µM), without a hit: at the highest dose activity change, negative = inhibition, hits mostly inhibitors; actives 0.03% (n = 75,000); AID 900;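 further: potency means the concentration at half of the fitted maximal effect; plate controls were vehicle for no effect and no substrate for full effect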
Target sequence (P29466 120-297 limits assumed): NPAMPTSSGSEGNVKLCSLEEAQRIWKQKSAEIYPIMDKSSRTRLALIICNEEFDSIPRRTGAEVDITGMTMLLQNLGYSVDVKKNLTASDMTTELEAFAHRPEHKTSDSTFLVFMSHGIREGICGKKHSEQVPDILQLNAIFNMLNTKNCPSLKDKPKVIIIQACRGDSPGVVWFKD
Target sequence (P29466 317-404 limits assumed): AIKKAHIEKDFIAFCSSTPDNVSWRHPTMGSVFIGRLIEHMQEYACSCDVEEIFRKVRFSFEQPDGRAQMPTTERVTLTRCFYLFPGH
Rhodamine autofl: rhodamine region autofluorescence. Rhodamine-region fluorescence, 547/598 nm, Tris buffer; hits give high values. max dye-equivalent concentration, M. actives 0.05% (n = 59,000). AID 594; in the data active means max dye-equivalent concentration above about 11 nM; inconclusive means between about 1.1 nM and that limit
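Compounds in 100 mM Tris buffer, pH 8.0, were incubated 15 min at room temperature, then read at 547 nm excitation and 598 nm emission. Fluorescence was normalized against a per-plate six-point rhodamine standard curve as dye-equivalent concentration.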
Casp7 inh: caspase-7 (human) inhibition, allosteric or competitive. P55210. actives 0.02% (n = 75,000). recombinant caspase-7, Ac-DEVD-AFC fluorescence rate. Potency, µM (series often up to 57.5 µM), for inactives: at the top dose activity change, negative = inhibition, actives largely listed as inhibitors; active means well fitted inhibition curve with a large enough effect in the main read-out, with a control signal flat, not every such curve was filed as active; inconclusive means small, poorly fitted or top-dose-only effect, or a change in a side signal; further: potency means the concentration at half of the fitted maximal effect; % of control where 0% means no effect
4MU fluor: compound fluoresces in the 4-MU spectral region; compound autofluorescence, 340/450 nm, 4-MU equivalents; hits give high values; actives 11% (n = 59,000); max dye-equivalent concentration, M; in the data active means max dye-equivalent concentration above about 10 nM; inconclusive means mostly about 1.1 nM to 9.6 nM
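Compounds in 100 mM Tris, pH 8.0, incubated 15 min at room temperature, then fluorescence read at 340 nm excitation/450 nm emission. Signal converted to 4-MU dye-equivalent concentration using an on-plate six-point 4-MU standard curve.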
TexasRed autofl: Texas Red region autofluorescence. actives 0.06% (n = 59,000). max dye-equivalent concentration, M. Compound fluorescence, Texas Red channel, 547/618 nm; hits give high values; in the data active means max dye-equivalent concentration above about 10 nM; inconclusive means between about 1.1 nM and that limit
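Pin-transferred compounds and Texas Red standards go into 100 mM Tris buffer, pH 8.0. After 15 min at room temperature, plates are imaged with 547/618 nm filters. Each value is a dye-equivalent concentration derived from the per-plate dye curve.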
Fluorescein fluor: fluorescein region autofluorescence | actives 0.91% (n = 59,000) | Compound autofluorescence, 480/540 nm, fluorescein-equivalent; hits give high values | max fluorescein-equivalent concentration, M; in the data active means max fluorescein-equivalent concentration above about 10 nM; inconclusive means between about 1.1 nM and that limit
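Read-out is intrinsic compound fluorescence at 480/540 nm (excitation/emission), expressed as dye-equivalent concentration using a fluorescein standard series run on every plate. Compounds sat 15 min at room temperature in 100 mM Tris, pH 8.0.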
BRCT PPI red: BRCT-phosphoprotein interaction inhibition (red fluorophore); BRCT-phosphopeptide binding, red fluorescence polarization; Potency, µM (series often up to 76.9 µM), without a hit: top-dose activity change, negative = inhibition, most hits filed as inhibitors; actives 0.03% (n = 75,000); further: on the % scale 0 is the no-effect control and ±100 the full control effect
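Fluorescence polarization: 100 nM His-tagged BRCA1 BRCT with 100 nM TAMRA-labelled phospho-BACH1 decapeptide, phosphate buffer pH 7.3 with 150 mM NaCl, DTT, 0.01% Tween 20; 12 min RT. Binding inhibition seen as FP decrease.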
HEK293 cAMP ctrl: counter-screen for TSHR agonists: cAMP increase in parental HEK293. parental HEK293 CNG cAMP sensor, membrane potential fluorescence. Potency, µM (doses to about 57.1 µM), without a hit: at the top dose activation, hits mostly activators. actives 2.5% (n = 73,000); further: potency means the concentration at half of the fitted maximal effect; % of control where 0% means no effect; nearly all actives have a fitted effect of over 55% in size
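Parental HEK 293 cells stably expressing a modified CNG channel (no TSHR) report cAMP rise as membrane depolarization. Membrane potential dye with 100 uM RO 20-1724 was loaded for 60 min at room temperature, then compound added for 30 min; fluorescence read at 590 nm.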
USP2a inhib: USP2a (human) protease inhibition | O75604 | USP2a enzymatic assay, qHTS inhibition | Potency, µM (series often up to 38.3 µM), without a hit: at the top dose activity change, negative = inhibition, most hits filed as inhibitors | actives 0.1% (n = 60,000) | AID 927;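 further: potency means the concentration at half of the fitted maximal effect; nearly all actives have a fitted effect of over 60% in size; plate controls were DMSO for no effect and NEM full inhibition control for full effect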
Target sequence (O75604 whole entry, looked up): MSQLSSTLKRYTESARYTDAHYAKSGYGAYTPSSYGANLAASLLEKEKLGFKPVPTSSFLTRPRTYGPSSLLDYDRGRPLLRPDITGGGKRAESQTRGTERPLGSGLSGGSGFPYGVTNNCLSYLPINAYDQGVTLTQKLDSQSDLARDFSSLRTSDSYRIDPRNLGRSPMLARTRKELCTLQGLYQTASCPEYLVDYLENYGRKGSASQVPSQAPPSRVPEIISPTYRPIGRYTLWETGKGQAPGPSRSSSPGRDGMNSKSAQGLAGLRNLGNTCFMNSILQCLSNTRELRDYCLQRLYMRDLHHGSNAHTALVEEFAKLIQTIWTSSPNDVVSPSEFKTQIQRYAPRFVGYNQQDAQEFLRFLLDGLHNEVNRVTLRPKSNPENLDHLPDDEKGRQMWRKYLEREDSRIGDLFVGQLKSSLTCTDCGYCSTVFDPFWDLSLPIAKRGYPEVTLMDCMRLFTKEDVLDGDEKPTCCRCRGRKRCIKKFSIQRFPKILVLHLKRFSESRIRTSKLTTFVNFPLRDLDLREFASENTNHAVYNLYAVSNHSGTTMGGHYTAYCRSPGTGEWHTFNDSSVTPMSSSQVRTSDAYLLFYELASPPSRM
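Inhibition is measured in a cell-free coupled assay with 20 nM USP2 core, 20 nM Ub-PLA2 and 20 uM NBD C6-HPC, 2.5 h incubation. Activity normalized to NEM control.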
BRCT PPI green: blocks human BRCA1 BRCT binding to phosphopeptide, green readout; P38398; BRCA1 BRCT-phosphopeptide binding, green fluorescence polarization; Potency, µM (highest dose often 76.9 µM), for the others: at the highest dose activity change, negative = inhibition, actives largely listed as inhibitors; actives 0.05% (n = 75,000); AID 875;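 further: potency means the concentration at half of the fitted maximal effect; plate controls were peptide without protein for full effect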
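Compounds were incubated for 12 min at room temperature with a complex of 100 nM fluorescein-tagged pBACH1 decapeptide and 250 nM His-tagged BRCT protein. Buffer was phosphate pH 7.3 with EDTA, DTT and Tween 20. Disruption of binding lowers the polarization signal.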
An asterisk follows results filed as active; i = inactive; ? = inconclusive; . = not tested or not shown; & = joins results of further samples; ! = a repeat was not active; [ ] = dose if it differs, or a comment. Unless noted, the call rests on the fitted dose curve; in most records, active means well fitted curve in the direction sought with a large enough effect; inconclusive means small, poorly fitted or top-dose-only effect, or another doubt; inactive means no such curve, though single readings can be large; an effect the other way counts as inactive or inconclusive. Not all compounds are listed, so the mix of outcomes need not match the whole.

Values run as follows: TexasRed autofl, Fluorescein fluor, BRCT PPI red, A350 fluor, HEK293 cAMP ctrl, 4MU fluor, Caspase-1 inhib, Rhodamine autofl, USP2a inhib, Casp7 inh, BRCT PPI green
> CN=C(NC#N)Nc1ccc(C2=NNC(=O)C[C@@H]2C)cc1
 : i, ?, -0.8%, i, 6%&7%, i, -3%, i, 3%, -2%, -1.1%
> OC[C@@H](O)CN1CCN(c2ccccc2)CC1
 : ?, ?, -1.6%[34.4 µM], i, 1%[25.6 µM], i, -3%[25.7 µM], i, -7%[17.1 µM], 0%[25.7 µM], -1.2%[34.4 µM]
> COc1c(O)cc2c(c1O)C1OC(CO)C(O)[C@H](O)[C@H]1OC2=O (some centres not stated)
 : ., ., -1.1%, ., ., ., -1%, ., -2%, 2%, 1.5%
> COc1cc2ncnc(Nc3cccc(Cl)c3)c2cc1OC
 : ?, ?, -3.3%, i, 11%&-6%, i, 4%, i, 23%, -1%, 3.8%
> Oc1ccc(/C=C\c2cc(O)cc(O)c2)cc1
 : i, ?, -3.2%, 1e-08M*!, -16%, 1.2e-08M*!, -2%, i, ?, -8%, -3.2%
> O=C(O)CCC(=O)c1ccc(-c2ccccc2)cc1
 : i, ?, -1.7%, i, 5%[25.6 µM], i, 3%, i, -10%, -2%, 0.5%[3.08 µM]
> CC1=C(C(=O)O)N2C(=O)C(NC(=O)C(N)c3ccc(O)cc3)C2SC1 (configuration not stated)
 : ., ., -0.9%, ., ., ., -2%, ., -11%, -2%, -3.3%[3.08 µM]
> COc1nccc(-c2c(-c3ccc(F)cc3)ncn2C2CCC(O)CC2)n1 (configuration not stated)
 : ., ., -1.1%, ., -3%, ., 1%, ., ., 0%, -1.3%
> CNCCCN1c2ccccc2CCc2ccccc21
 : ?, ?, 0.7%, ?, -1%, ?, 1%, i, 5%, 1%, -1.2%
> C[N+]1(C)CCC(=C(c2ccccc2)c2ccccc2)CC1
 : i, ?, -0.1%[34.4 µM], i, 8%[25.6 µM], i, 1%[25.7 µM], i, 7%[17.1 µM], 1%[25.7 µM], 2.0%[34.4 µM]
> CN1CCCN=C1COC(=O)C(O)(c1ccccc1)C1CCCCC1 (configuration not stated)
 : i, i, -0.4%, i, ., i, 4%, i, -6%, 1%, 0.2%[3.08 µM]
> CN(C)CCCC1(c2ccc(F)cc2)OCc2cc(C#N)ccc21 (configuration not stated)
 : i, ?, ., i, ., i, ., i, ., ., .
> CC(=O)O[C@]1(C(C)=O)CC[C@@H]2[C@@H]3C=C(Cl)C4=CC(=O)[C@H]5C[C@@H]5[C@]4(C)[C@H]3CC[C@]21C
 : i, ?, 0.3%[34.4 µM], ?, 11%[25.6 µM], ?, -1%[25.7 µM], i, 23%[17.1 µM], -1%[25.7 µM], -0.8%[34.4 µM]
> C/C=C/C(=O)N(CC)c1ccccc1C
 : ., ., -2.5%, ., ., ., -2%, ., -3%, 1%, -1.8%[3.08 µM]
> N[C@@H](Cc1c[nH]c2ccc(O)cc12)C(=O)O
 : i, ?, 1.1%, i, ?, i, -4%, i, -5%, -2%, -1.0%
> COc1cc(N)c(Cl)cc1C(=O)N[C@H]1CCN(CCCOc2ccc(F)cc2)C[C@@H]1OC
 : ., ., -0.1%, ., -61%[inhibitor], ., 0%, ., ., 0%, -6.2%
> Cc1ccc(N(CC2=NCCN2)c2cccc(O)c2)cc1
 : ?, ?, 0.1%, ?, 4%, ?, -2%, i, -6%, 1%, 0.2%
> Oc1ccc2c(c1)OCC1(O)Cc3cc(O)c(O)cc3C21 (configuration not stated)
 : ., ., -6.1%, ., ., ., -7%, ., -1%, -13%, -1.2%[3.08 µM]
> C1COC(NC(C2CC2)C2CC2)=N1
 : ?, ?, 2.1%, i, 12%, i, -7%, i, 2%, -17%, -1.6%
> C[C@H]1[C@H](C)CC[C@@]2(C(=O)O)CC[C@]3(C)C(=CC[C@H]4[C@@]5(C)C[C@@H](O)[C@H](O)[C@@](C)(CO)[C@@H]5CC[C@@]43C)[C@@H]12
 : i, i, ., i, ?, i, ., i, ., ., .
> CC(=O)OCC(=O)[C@@]1(O)CC[C@@H]2[C@H]3CCC4=CC(=O)C=C[C@]4(C)[C@]3(F)[C@@H](O)C[C@@]21C
 : i, ?, 0.4%[34.4 µM], i, -1%[25.6 µM], i, -1%[25.7 µM], i, 0%[17.1 µM], 0%[25.7 µM], -1.9%[34.4 µM]
> CCCCNc1ccc(C(=O)OCCOCCOCCOCCOCCOCCOCCOCCOCCOC)cc1
 : ?, i, -0.5%[34.4 µM], i, 6%[25.6 µM], i, -3%[25.7 µM], i, -2%[17.1 µM], 1%[25.7 µM], 1.1%[34.4 µM]
> CN[C@H]1[C@@H](O)[C@@H](NC)[C@@H]2O[C@@]3(O)C(=O)C[C@@H](C)O[C@H]3O[C@H]2[C@H]1O
 : ?, ?, 0.2%[34.4 µM], i, -4%[25.6 µM], i, -2%[25.7 µM], i, 4%[17.1 µM], -1%[25.7 µM], -1.2%[34.4 µM]
> CCCCNc1ccc(C(=O)OCCN(C)C)cc1
 : ?, i, 1.0%, ?, -3%[25.6 µM], ?, 0%, i, 7%, 1%, -2.0%[3.08 µM]
> N#Cc1ccc(C(c2ccc(C#N)cc2)n2cncn2)cc1
 : i, ?, 1.0%[34.4 µM], i, 8%[25.6 µM], i, -3%[25.7 µM], i, -2%[17.1 µM], -1%[25.7 µM], 0.2%[34.4 µM]
> CC1O[C@@H](O[C@H]2C(Oc3cc(O)c4c(=O)cc(-c5ccc(O)cc5)oc4c3)OC(CO)C(O)C2O)C(O)C(O)C1O (some centres not stated)
 : ., ., 0.2%, ., ., ., -2%, ., -8%, -6%, -0.3%
> C#C[C@@]1(O)CC[C@@H]2[C@@H]3CCC4=CC(=O)CC[C@@H]4[C@H]3CC[C@]21CC
 : i, i, -0.6%[34.4 µM], i, -5%[25.6 µM], i, 0%[25.7 µM], i, -3%[17.1 µM], 0%[25.7 µM], 0.0%[34.4 µM]
> CC1Cc2ccccc2N1NC(=O)c1ccc(Cl)c(S(N)(=O)=O)c1 (configuration not stated)
 : i, ?, 0.7%, i, ., i, 0%, i, -15%, 1%, 1.0%[3.08 µM]
> C[C@H](N[C@@H](C)COc1ccccc1)[C@H](O)c1ccc(O)cc1
 : i, ?, -1.6%[34.4 µM], i, 6%[25.6 µM], i, -2%[25.7 µM], i, -7%[17.1 µM], -1%[25.7 µM], -5.4%[34.4 µM]
> CC1CC2C3CCC4=CC(=O)C=C[C@]4(C)[C@@]3(Cl)C(O)C[C@]2(C)C1(OC(=O)c1ccco1)C(=O)CCl (some centres not stated)
 : ., ., -2.1%, ., ., ., 0%, ., 0%, 0%, -1.7%[3.08 µM]
> CC(=O)CCCCn1c(=O)c2c(ncn2C)n(C)c1=O
 : i, ?, 1.7%, i, ?, i, 1%, i, 56%[activator], -4%, -3.6%
> COc1ccc(C2CNC(=O)C2)cc1OC1CCCC1 (configuration not stated)
 : i, 1.1e-08M*, -1.0%, i, ., i, 1%, i, 3%, 0%, -1.5%
> CNC1C(O)C2OC3OC(C)CC(=O)[C@@]3(O)O[C@H]2[C@H](NC)C1O (some centres not stated)
 : ., ., 0.1%, ., ., ., 4%, ., -2%, 2%, 1.4%[3.08 µM]
> CN1CCO[C@H](c2ccccc2)c2ccccc2C1
 : i, ?, 0.4%[34.4 µM], ?, 11%[25.6 µM], ?, 0%[25.7 µM], i, 5%[17.1 µM], 1%[25.7 µM], -0.4%[34.4 µM]
> CCCCCC(=O)O[C@]1(C(C)=O)CC[C@H]2[C@@H]3CCC4=CC(=O)CC[C@]4(C)[C@H]3CC[C@@]21C
 : i, ?, ., i, ., i, ., i, ., ., .
> C[C@@H](C(=O)O)c1ccc(C(=O)c2cccs2)cc1
 : ?, ?, 1.0%[34.4 µM], i, 1%[25.6 µM], i, 2%[25.7 µM], i, -12%[17.1 µM], 2%[25.7 µM], -2.2%[34.4 µM]
> Cc1ccc(=O)n(-c2ccccc2)c1
 : ?, ?, -1.8%, i, 7%&11%, i, 2%, i, -2%, 2%, -1.6%
> CCc1ccc(CCOc2ccc(CC3SC(=O)NC3=O)cc2)nc1 (configuration not stated)
 : ., ., 1.8%, ., ., ., 2%, ., -11%, -1%, -1.3%[3.08 µM]
> CCN(CC)CCOC(=O)c1ccc(N)cc1
 : i, ?, 1.1%, i, ?, i, -2%, i, -14%, 1%, -0.5%[3.08 µM]
> NC(N)=O
 : ., ., -1.3%, ., 37%, ., 1%, ., -3%, -2%, -3.6%
> NOCC(=O)O
 : ?, ?, 0.9%, i, ?, i, 0%, i, 7%, 1%, -1.8%
> CC(C)(CO)[C@H](O)C(=O)NCCC(=O)O
 : i, i, -0.5%[34.4 µM], i, 9%[25.6 µM], i, -3%[25.7 µM], i, 5%[17.1 µM], 0%[25.7 µM], -2.0%[34.4 µM]
> Oc1cc2c(cc1O)[C@H]1c3ccc(O)c(O)c3OC[C@@]1(O)C2
 : ., ., 0.0%&-1.5%, ., -3%, ., -1%&0%, ., ., 0%&0%, -2.7%&-2.2%
> CCOC(N)=O
 : ., ., -0.3%, ., ., ., 1%, ., 1%, 0%, -2.3%[3.08 µM]
> CCCCC(=O)O[C@@]1(C(=O)CO)C(C)CC2C3CCC4=CC(=O)C=C[C@@]4(C)[C@]3(F)C(O)C[C@]21C (some centres not stated)
 : ., ., 0.0%, ., ., ., 2%, ., 60%[activator], -3%, 0.2%[3.08 µM]
